NTR1 ag – NTR1-driven beta-arrestin-GFP spot formation – imaging, U2OS cells, high content, primary screen (AID 493036) | P30989 | agonist mode | activation, % at 20 µM | 330,000 compounds, 0.17% hits;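 active = activation at or above 40% of the spot to cytoplasm intensity ratio, with at least 20 cells analyzed; inconclusive = wells under 20 cells, flagged as cytotoxic or low count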;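 also: 0% = DMSO without peptide and 100% = 100 nM NTR1 peptide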
Target sequence (P30989 whole entry, looked up): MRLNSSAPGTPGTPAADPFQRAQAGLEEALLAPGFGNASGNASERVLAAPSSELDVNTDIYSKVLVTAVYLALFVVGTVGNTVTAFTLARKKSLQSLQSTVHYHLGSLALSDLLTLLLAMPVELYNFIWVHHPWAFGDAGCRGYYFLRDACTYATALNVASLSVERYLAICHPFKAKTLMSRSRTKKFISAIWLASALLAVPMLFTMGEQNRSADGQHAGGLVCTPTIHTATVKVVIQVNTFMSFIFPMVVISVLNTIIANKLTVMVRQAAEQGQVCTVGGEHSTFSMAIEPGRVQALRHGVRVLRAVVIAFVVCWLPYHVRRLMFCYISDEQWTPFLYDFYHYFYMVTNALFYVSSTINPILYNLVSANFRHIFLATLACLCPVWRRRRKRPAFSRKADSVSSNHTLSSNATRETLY
K1F lysis inhibition – protection from phage-mediated lysis, alamar blue read-out – E. coli UTI89, K1F phage, bacterial capsule biogenesis inhibitors (AID 488966) | E. coli UTI89 K1F phage lysis, alamar blue, 2 h; higher % means a stronger effect | one-dose inhibition, % at 100 µM; IC50 in µM for titrated hits | 340,000 compounds, 0.02% hits;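 active = phage lysis inhibition, versus mean bacterial control, above a set limit; inconclusive = no clear call, values can overlap the other calls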;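 also: capsule biogenesis inhibitors block K1F phage lysis so surviving cells raise fluorescence; higher fluorescence means more inhibition of phage lysis; actives were called in the ten point dose series up to 300 µM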
West Nile antiviral – West Nile virus antiviral activity, cell-based, CPE readout (AID 1621); West Nile virus-infected cells, CPE inhibition; higher % means a stronger effect; one-dose CPE inhibition, % at 10 µM; IC50 in µM for titrated hits; 290,000 compounds, 0.02% hits; in the data active = a potency from the dose series; inconclusive = CPE inhibition mostly from about 3.7% at the one dose, without a potency; inactive = the rest, 99 in 100 with CPE inhibition below about 2.2%; also: strong numbers were not always called active
T cell HTS – T cell immune modulators affecting CD8 T cell-vesicle binding; 2C CD8+ T cell-vesicle binding, flow cytometry; hits give low values; calls only at 7 µM; 330,000 compounds, 0.068% hits; AID 2052;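 active = response, share of CD8 T cells binding vesicles, and their 90th percentile fluorescence all below set limits, cut at about 80% in these data, passing the limit was not always enough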
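System: murine 2C transgenic CD8+ T lymphocytes; also added: QL9-loaded Drosophila micro-vesicles; times: binding 1.5 h at 37 °C; measured by: flow cytometry, PE anti-B7-1 (FL2) versus Alexa647 anti-CD8 (FL8), PFA-fixed; control set: Peptide-free naked vesicles (low) and QL9 vesicles with 0.7% DMSO vehicle (high)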
MgcRacGAP inhibition – MgcRacGAP GTPase-activating activity inhibitors, confirmation, biochemical, ADP Hunter fluorescence | MgcRacGAP-stimulated Rac1 GTP hydrolysis, ADP Hunter fluorescence; higher % means a stronger effect; GST-tagged Rac1 F28L mutant substrate | inhibition, % at 30 µM, or IC50 in µM where a hit was titrated | 340,000 compounds, 0.6% hits;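 active = first-screen hits whose inhibition reached a set limit at any dose in the follow-up dose series; inconclusive = inhibition above the set first-screen limit but never retested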;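 also: fluorescence reports GDP produced by GAP-driven GTP hydrolysis; strong numbers were not always called active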
Dengue-2 NS5 capping – flavivirus cap methylation enzyme inhibition – biochemical, confirmation dose response, primary screen (AID 588689); one-dose inhibition, % at 25 µM; IC50 in µM for titrated hits; Dengue-2 NS5 methyltransferase capping enzyme assay, biochemical; higher % means a stronger effect; 340,000 compounds, 0.3% hits; in the data active = a potency from the dose series; inconclusive = inhibition above about 29% without an active follow-up result
RSV antiviral HEp-2 – inhibition of RSV-induced cytopathic effect – HEp-2 cells, primary 10 µM value included (AID 2391); CPE inhibition, % at 10 µM; hits with a dose series show IC50 in µM; 310,000 compounds, 0.13% hits; HEp-2 cells, RSV-induced CPE inhibition; higher % means a stronger effect; in the data active = a potency from the dose series; inconclusive = CPE inhibition mostly from about 23% at the one dose, without a potency; inactive = the rest, 99 in 100 with CPE inhibition below about 21%; also: strong numbers were not always called active
Large T inhibition – SV40 large T antigen inhibitors, biochemical (AID 1903) | SV40 large T antigen ATPase/helicase inhibition assay; higher % means a stronger effect | one-dose inhibition, % at 20 µM; IC50 in µM for titrated hits | 310,000 compounds, 0.39% hits; in the data active = a potency from the dose series; inconclusive = inhibition mostly from about 32% at the one dose, without a potency; inactive = the rest, 99 in 100 with inhibition below about 32%; also: strong numbers were not always called active
PhoP inhibition – inhibitors of PhoP regulon expression, primary screen, Salmonella Typhimurium, GFP reporter (AID 1863). S. Typhimurium PhoP-regulated promoter GFP reporter, 4 h; higher % means a stronger effect. one-dose inhibition, % at 50 µM; IC50 in µM for titrated hits. 300,000 compounds, 0.16% hits;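 active = inhibition over 29.93%, a cutoff 3 SD above the screen mean, later confirmed by dose response; inconclusive = inhibition over 29.93% but no dose response follow-up; inactive = inhibition at most 29.93% or unconfirmed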;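 also: 0% = low Mg2+ inducing control and 100% = high Mg2+ repressing control; strong numbers were not always called active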
T cell HTS vesicle-bound % – further read-out of T cell HTS, marked with its call; double positive events, %; measured here: CD8+ vesicle-bound cell fraction;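 binding gate set so that unloaded-vesicle control wells show 10% double positive cells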
NTR1 ag cell count 20 µM – recorded beside NTR1 ag, whose call it bears; cell count; measured here: cell count, cytotoxicity flag
An asterisk follows results filed as active; i = inactive; ? = inconclusive; · = not tested or not shown; [ ] = dose if it differs, or a comment.

SMILES	NTR1 ag	NTR1 ag cell count 20 µM	K1F lysis inhibition	West Nile antiviral	T cell HTS	T cell HTS vesicle-bound %	MgcRacGAP inhibition	Dengue-2 NS5 capping	RSV antiviral HEp-2	Large T inhibition	PhoP inhibition
O=C(Cc1ccc([N+](=O)[O-])cc1)N1N=C(c2ccncc2)CC1(O)C(F)(F)F (centres undefined)	-0.7	33	0.5%	-0.3%	i	44	4%	-2%	0.5%	9%	3%
CCCCn1c(C)cc2cc(O)ccc21	-0.1	40	0.4%	0.8%	i	30	27µM*	25%	1.6%	3%	23%
Cc1nnc(NC(=O)C2CCN(C(=O)c3ccco3)CC2)s1	0.0	45	0.2%	-0.4%	i	43	3%	6%	1.1%	3%	9%
COC(=O)c1cccc(-n2c(C)cc(C=O)c2C)c1C	1.2	46	4.7%	-0.2%	i	43	8%	-5%	2.2%	17%	3%
COc1ccccc1N(CC(=O)Nc1ccccc1)S(=O)(=O)c1cccs1	-2.2	69	0.2%[50 µM]	·	i	39	3%	-3%	-0.3%	·	·
O=C(Nc1nnc(-c2ccccn2)o1)c1cccc(Br)c1	-0.6	46	i	0.2%	i	37	10%	3%	-1.2%	9%	0%
COc1cc(/C=C/c2ccc3cccc(O)c3n2)cc(Cl)c1OC	9.9	84	0.1%	-1.0%	i	19	15%	-5%	17%	6%	5%
CC(C(=O)O/N=C(\N)c1cccnc1)c1ccc([N+](=O)[O-])cc1 (centres undefined)	0.7	48	-1.6%	-0.5%	i	17	-9%	-10%	0.3%	8%	10%
O=[N+]([O-])c1cccc(-c2nnc3cccc(Cl)n23)c1	1.0	74	0.2%	-0.3%	i	64	14%	2%	2.4%	2%	8%
O=C(N/N=C/c1ccc(-c2cccc([N+](=O)[O-])c2)o1)c1cccs1	-1.0	42	-0.3%	-0.7%	i	60	7%	-2%	-0.2%	3%	1%
O=C(O)c1ccc(N/N=C/C=C/c2ccccc2[N+](=O)[O-])cc1	-0.8	47	0.0%	1.5%	i	39	2%	6%	0.0%	5%	-10%
COCCN(C(=O)COC(=O)c1cc(C)n(-c2ccccc2)c1C)c1c(N)n(Cc2ccccc2)c(=O)[nH]c1=O	0.6	48	0.0%[50 µM]	·	i	36	2%	7%	-1.5%	8%	1%
Cc1cc(NC(=O)C2CCN(C(=O)c3ccco3)CC2)ccc1Br	0.0	46	1.8%[50 µM]	·	i	31	6%	5%	13%	18%	14%
CCOC(=O)c1c(C)nc2sc3c(=O)n(-c4ccc(C(C)=O)cc4)cnc3c2c1-c1ccc(OC)cc1	7.4	54	0.4%	1.8%	i	52	12%	3%	4.0%	-4%	-1%
OC[C@H]1O[C@H](OC[C@H]2O[C@H](OC[C@H]3O[C@H](O[C@]4(CO)O[C@H](CO)[C@@H](O)[C@@H]4O)[C@H](O)[C@@H](O)[C@@H]3O)[C@H](O)[C@@H](O)[C@H]2O)[C@H](O)[C@@H](O)[C@H]1O	3.0	45	0.7%	·	i	35	1%	-6%	-0.1%	3%	-12%
CC(=O)Nc1cccc(N2C(=O)CCC2=O)c1	-0.2	68	0.2%	-0.3%	i	53	8%	-1%	1.1%	2%	-3%
O=S(=O)(Nc1ccncc1Cl)c1cc(Cl)ccc1Cl	1.3	64	0.1%	-0.1%	i	18	10%	8%	-0.9%	-18%	-4%
CCOc1cc(C(=O)N2CCN(C/C=C/c3ccccc3)CC2)cc(OCC)c1OCC	-0.9	61	3.1%	-0.5%	i	62	5%	2%	0.9%	7%	13%
COc1ccc(-c2cc(=O)oc3cc(OCC(=O)NCC4CCC(C(=O)O)CC4)ccc23)cc1 (centres undefined)	-1.0	96	3.3%	-0.3%	i	44	2%	-3%	3.1%	·	·
CCOC(=O)c1cc(CNC(=O)c2c(C)oc3c2CCCC3)c(C)o1	0.4	29	-0.4%	-0.2%	i	52	-13%	1%	1.1%	-1%	10%
COc1cccc(NC(=O)c2cccc(S(=O)(=O)N3CCN(Cc4ccccc4)CC3)c2)c1	1.3	55	0.4%[50 µM]	·	i	52	3%	1%	?	-1%	-2%
Cc1ccc(C(=O)CSc2ccc(-c3cccnc3)nn2)cc1	0.6	58	0.0%	-1.1%	i	57	12%	-8%	1.9%	8%	4%
O=c1[nH]c(SCc2cccc(Cl)c2)nc2ccccc12	3.0	37	-0.2%	-0.5%	i	2	-3%	-6%	1.3%	6%	-7%
CCCN1C(=O)c2ccccc2NC1c1ccc(OC)cc1OC (centres undefined)	1.2	58	6.4%	-0.1%	i	38	-1%	-6%	-0.3%	11%	12%
Cc1cc(Cl)ccc1NC(=S)NC(C)(C)C	1.0	45	-0.2%	-1.2%	i	38	1%	2%	3.1%	5%	0%

Next part, starting with the last 2 of the part before.
SMILES	NTR1 ag	NTR1 ag cell count 20 µM	K1F lysis inhibition	West Nile antiviral	T cell HTS	T cell HTS vesicle-bound %	MgcRacGAP inhibition	Dengue-2 NS5 capping	RSV antiviral HEp-2	Large T inhibition	PhoP inhibition
CCCN1C(=O)c2ccccc2NC1c1ccc(OC)cc1OC (centres undefined)	1.2	58	6.4%	-0.1%	i	38	-1%	-6%	-0.3%	11%	12%
Cc1cc(Cl)ccc1NC(=S)NC(C)(C)C	1.0	45	-0.2%	-1.2%	i	38	1%	2%	3.1%	5%	0%
CC(=O)N1CCN(S(=O)(=O)c2cccc(C(=O)NNC(=O)COc3ccc(F)cc3)c2)CC1	1.0	62	0.8%[50 µM]	·	i	39	1%	-4%	0.0%	·	·
Cc1cc(C(C)(C)C)ccc1OC(=O)C1=CC=CN2CCS(=O)(=O)N=C12	0.7	68	0.2%[50 µM]	·	·	·	6%	0%	·	·	·
CC(=O)Nc1cccc(C(=O)NNC(=O)c2n[nH]c(=O)c3ccccc23)c1	-1.2	65	0.1%	·	i	46	10%	-35%	0.4%	·	·
CCCCn1nc(C(=O)NCC2COc3ccccc3O2)c2ccccc2c1=O (centres undefined)	9.7	76	0.7%[50 µM]	·	i	38	7%	1%	0.6%	·	·
c1ccc(Cc2nnc3sc(-c4ccncc4)nn23)cc1	1.8	58	0.1%	0.7%	i	26	6%	2%	2.1%	9%	0%
Cc1sc2ncn(CC(=O)NCCCC(=O)N3CCN(c4ccccc4F)CC3)c(=O)c2c1C	0.4	53	0.1%	-0.8%	i	29	-1%	6%	1.4%	6%	-5%
CCCCn1c(N)c(N(CC(C)C)C(=O)c2cc(-c3ccncc3)nc3ccccc23)c(=O)[nH]c1=O	1.4	59	1.3%[50 µM]	·	i	60	6%	-11%	-2.3%	18%	-10%
CCCN1CC(=O)N2C(c3cccc(OC)c3OC)c3[nH]c4ccccc4c3C[C@H]2C1=O (some centres undefined)	-1.0	46	0.2%	-0.3%	i	35	13%	-3%	3.0%	-3%	25%
COc1ccc(OC)c(NC(=O)NCCN2CCN(c3ccccc3)CC2)c1	0.0	63	0.8%[50 µM]	-0.4%	i	28	7%	1%	0.5%	1%	15%
NC(=O)c1cc(-c2cccnc2)nc2ccc(Br)cc12	-0.3	52	0.0%	-0.1%	i	18	12%	-5%	1.2%	-1%	2%
Cc1ccc(C)c(NC(=O)CCNS(=O)(=O)c2ccc3[nH]c(=O)oc3c2)c1	1.4	61	0.1%	0.7%	i	51	2%	-6%	1.6%	22%	9%
O=C(NOC(=O)c1c(F)cccc1Cl)c1ccc(Cl)c(Cl)c1	-0.1	43	0.6%	0.5%	i	6	11%	-4%	-1.0%	1%	7%
CCOC(=O)c1ccc(N/C=C/C(=O)c2ccc(OC)cc2)cc1	-0.9	55	0.2%	-0.6%	i	27	-2%	1%	3.0%	16%	-4%
O=C(COc1ccc2ccc(=O)oc2c1)Nc1nccs1	-0.1	56	0.5%	0.3%	i	36	8%	3%	-0.1%	-5%	5%
COc1ccc(-n2nc(C(=O)N3CCC(N4CCCCC4)CC3)c3c4ccccc4n(C)c3c2=O)cc1	0.3	78	-0.1%	2.8%	i	19	7%	-1%	1.8%	14%	2%
CNC(=O)c1[nH]cnc1C(=O)N[C@@H](CCCCNC(=O)OC(C)(C)C)C(=O)OC(C)(C)C	0.6	47	1.3%	0.4%	·	·	10%	6%	0.2%	-1%	-3%
CC(CN1C(C)CCCC1C)OC(=O)c1ccc(Cl)cc1 (centres undefined)	-1.1	21	0.5%	0.6%	i	26	6%	9%	0.5%	17%	-9%
NC(=O)C1CCN(CC(=O)N2N=CCC2c2ccccc2)CC1 (centres undefined)	-1.9	87	0.1%	0.3%	i	36	12%	-4%	-0.2%	19%	-2%
O=C(c1cccc([N+](=O)[O-])c1)N1CCCN(C(=O)c2cccc([N+](=O)[O-])c2)CC1	2.8	77	0.2%[50 µM]	-0.3%	i	51	-15%	1%	2.0%	3%	12%
COc1ccccc1N1CCN(CC(=O)Nc2nccs2)CC1	-1.8	91	-0.1%	-0.7%	i	55	·	-4%	1.5%	14%	0%
O=C(O)c1ccc2c(c1)C(=O)N(c1ccc(C(=O)OCC(=O)c3ccccc3)cc1)C2=O	1.0	52	-0.3%	·	i	34	7%	-2%	-0.2%	-2%	·
O=C(O)C1Nc2c(Cl)cc(Cl)c(Cl)c2C2C=CCC12 (centres undefined)	·	·	1.2%	-0.2%	i	56	17%	9%	3.5%	31%	-9%
CC(OC(=O)Cc1ccccc1[N+](=O)[O-])C(=O)Nc1ccc(Cl)cn1 (centres undefined)	-0.9	45	-1.9%	·	i	24	1%	-9%	1.6%	4%	-3%
CCSC1=N/C(=C\C=C2/Oc3ccccc3N2CC)C(=O)S1	-3.2	47	0.0%	1.2%	i	30	6%	-107%	-0.3%	18%	-5%
O=C(O)c1cccc(NS(=O)(=O)c2ccc(Cl)c(C(=O)Nc3cccc([N+](=O)[O-])c3)c2)c1	1.9	45	0.1%	·	i	19	16%	5%	1.9%	13%	·
O=C(N/N=C/C=C/c1ccccc1[N+](=O)[O-])c1cccnc1	-0.9	74	0.1%	0.3%	i	24	-23%	7%	-0.4%	4%	3%
CCOC(=O)/C(=N\Nc1ccc(Cl)cc1)Sc1nnc(-c2ccc(OC)cc2)n1C	0.8	51	0.0%[50 µM]	-0.4%	i	6	8%	-1%	2.1%	5%	23%
Clc1ccccc1OCCCCN1CCCCC1	-0.2	63	-0.1%	-0.4%	i	37	12%	-6%	-0.4%	7%	-3%
Cc1ccc(CCNC(=O)CN2C(=O)COc3ccc(S(=O)(=O)N4CCOCC4)cc32)cc1	-0.7	75	0.1%	-0.2%	i	24	10%	-11%	·	2%	2%
